eLon inh – inhibits E. coli Lon protease. P0A9M0. purified E. coli Lon protease, fluorescence polarization. inhibition, % at 7.94 µM. 360,000 compounds, 0.42% hits. AID 602123; in the data active = inhibition above about 13%, passing the limit was not always enough;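 note: 0% = enzyme with probe and DMSO and 100% = no enzyme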
MsrA inh – inhibitors of bovine MsrA; purified bovine MsrA, absorbance read-out; inhibition, % at 15.5 µM; 360,000 compounds, 0.75% hits; AID 651718; in the data active = inhibition above about 4.5%;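 note: 0% = vehicle wells with enzyme and 100% = reference inhibitor wells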
Rpn11 block – Rpn11 (human) deubiquitinase inhibition; human 26S proteasome, Ub4-pepOG fluorescence polarization; 20S core pre-blocked with epoxomicin; calls only at 20 µM; 360,000 compounds, 0.59% hits;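 active = inhibition at 20 µM, scaled to each plate's controls, above about 33%, limit read from the data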
Target sequence (O00487 whole entry, looked up): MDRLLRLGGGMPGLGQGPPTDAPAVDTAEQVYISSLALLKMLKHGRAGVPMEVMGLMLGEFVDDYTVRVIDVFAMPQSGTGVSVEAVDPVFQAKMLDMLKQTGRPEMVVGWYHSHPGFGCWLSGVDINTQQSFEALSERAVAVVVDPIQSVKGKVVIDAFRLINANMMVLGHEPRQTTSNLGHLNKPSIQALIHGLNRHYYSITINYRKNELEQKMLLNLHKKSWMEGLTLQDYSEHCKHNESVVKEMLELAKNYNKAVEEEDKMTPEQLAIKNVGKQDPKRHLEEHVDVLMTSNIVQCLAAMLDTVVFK
FAS-TE inh – blocks the thioesterase domain of human fatty acid synthase. inhibition, % at 15 µM. P49327. recombinant FAS-TE, OMFH fluorogenic substrate, fluorescence endpoint. 360,000 compounds, 0.67% hits;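 active = compounds whose normalised, plate-corrected inhibition of enzyme fluorescence in the single-dose primary screen is 50% or more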;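 note: 0% = DMSO with enzyme and 100% = substrate without enzyme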
CSN inh – CSN deneddylation inhibition; Q92905; inhibition, % at 12.5 µM; 360,000 compounds, 0.38% hits; Purified CSN, SCF-Nedd8-OG deneddylation, fluorescence polarization;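 active = pattern-corrected inhibition above about 35%, with an unprinted fluorescence ratio check between 0.5 and 1.5, limit read from the data, passing the limit was not always enough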;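 note: 0% = enzyme with substrate and 100% = substrate without enzyme; some results filed as inactive read as strong as hits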
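Test system: purified human Csn5 enzyme expressed in HEK293T cells. Amount: 0.24 nM enzyme. Reagent: SCFSkp2-Nedd8OG substrate at 10 nM final. Schedule: 90 min incubation of compound, enzyme and substrate at room temperature. Detection: fluorescence polarization. Read-out: % inhibition of substrate cleavage by Csn5.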
Rin1-Abl PPI inh – inhibitors of human Rin1-Abl protein interaction | P00519+Q13671 | TR-FRET Rin1/Abl binding, biochemical | inhibition, % at 7.35 µM | 360,000 compounds, 0.4% hits; in the data active = inhibition above about 5%, passing the limit was not always enough
MsrA act – bovine methionine sulfoxide reductase A activation; purified bovine MsrA, absorbance read-out; 360,000 compounds, 0.3% hits; activation, % at 10.6 µM; in the data active = activation above about 7.5%;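 note: 0% = vehicle and 100% = reference activator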
MT1-MMP act inh – inhibitors of human MT1-MMP activation; P50281; HT1080 RFP-PRO-GFP cells, GFP/RFP ratio fluorescence, overnight; percent of plate control window, DMSO zero; GFP/RFP ratio change, % at 20 µM; 360,000 compounds, 0.061% hits;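 active = GFP/RFP ratio change of at least 30% with cell ATP level not reduced by more than half and red fluorescence within 50% of control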; note: strong numbers were not always called active
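Material – HT1080 RFP-PRO-GFP cells · Control set – DMSO wells and RFP-L50D-GFP cells · Incubation – overnight cell settling, then overnight compound exposure, 37 °C, 5% CO2 · Compound dosing – single-point 20 µM compound, 1% DMSO · Read-out – GFP/RFP fluorescence ratio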
PABP1 MLLE inh – inhibitors of microRNA-mediated deadenylation, human PABP1 MLLE binding; inhibition, % at 20 µM; GST-MLLE / FITC-PAM2 fluorescence polarization; P11940; 360,000 compounds, 0.36% hits; in the data active = inhibition above about 35%, passing the limit was not always enough;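 note: plate controls were DMSO wells with GST-MLLE for no effect and wells lacking GST-MLLE protein for full effect; some results filed as inactive read as strong as hits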
Target sequence (P11940 whole entry, looked up): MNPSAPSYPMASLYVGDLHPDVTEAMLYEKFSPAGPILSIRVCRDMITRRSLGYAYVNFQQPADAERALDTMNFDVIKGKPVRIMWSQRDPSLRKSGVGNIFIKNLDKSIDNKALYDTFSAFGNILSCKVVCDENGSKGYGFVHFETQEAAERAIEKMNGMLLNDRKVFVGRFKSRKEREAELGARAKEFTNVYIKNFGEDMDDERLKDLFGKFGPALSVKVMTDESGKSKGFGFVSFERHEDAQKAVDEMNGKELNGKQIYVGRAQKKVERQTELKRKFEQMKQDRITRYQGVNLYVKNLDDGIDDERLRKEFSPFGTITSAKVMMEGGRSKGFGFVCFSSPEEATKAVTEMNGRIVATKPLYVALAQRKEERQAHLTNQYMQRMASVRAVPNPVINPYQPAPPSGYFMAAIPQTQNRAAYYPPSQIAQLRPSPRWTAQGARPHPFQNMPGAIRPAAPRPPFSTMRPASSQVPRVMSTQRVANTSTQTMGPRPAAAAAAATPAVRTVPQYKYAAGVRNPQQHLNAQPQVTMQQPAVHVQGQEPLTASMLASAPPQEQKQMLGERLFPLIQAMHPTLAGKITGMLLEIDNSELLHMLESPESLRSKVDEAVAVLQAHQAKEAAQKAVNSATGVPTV
An asterisk follows results filed as active. Hits appear at their usual frequency (roughly 3.7% active in at least one column).

Results for COc1cccc(C(=O)Nc2ccc3c(c2)C(=O)c2ccccc2C3=O)c1 ?
eLon inh: 0; MsrA inh: 0.2; Rpn11 block: inactive; FAS-TE inh: -6; CSN inh: 6; Rin1-Abl PPI inh: -4; MsrA act: -7; MT1-MMP act inh: -2; PABP1 MLLE inh: 6

What do the screens show for `CCOc1ccc(/C=N/Nc2ccccn2)cc1`?
eLon inh: -2; MsrA inh: 3.9; Rpn11 block: inactive; FAS-TE inh: 0; CSN inh: 1; Rin1-Abl PPI inh: 3; MsrA act: -4; MT1-MMP act inh: 6; PABP1 MLLE inh: 3

What do the screens show for `CCn1c(-c2cc(-c3ccccc3)sc2N)n[nH]c1=S`?
eLon inh: 1; MsrA inh: 1.2; Rpn11 block: inactive; FAS-TE inh: 1; CSN inh: -6; Rin1-Abl PPI inh: 0; MsrA act: 0; MT1-MMP act inh: 6; PABP1 MLLE inh: -52

How did CCOc1ccc(N(CC(=O)NCc2ccccc2)S(=O)(=O)c2ccc(C)cc2)cc1 do in these assays?
eLon inh: 6; MsrA inh: -1.0; Rpn11 block: inactive; FAS-TE inh: 14; CSN inh: -3; Rin1-Abl PPI inh: 4; MsrA act: 1; MT1-MMP act inh: 0; PABP1 MLLE inh: -5

Results for O=C(NCc1ccccn1)c1cc(-c2ccccc2Cl)on1 ?
eLon inh: 2; MsrA inh: -1.0; Rpn11 block: inactive; FAS-TE inh: -7; CSN inh: 3; Rin1-Abl PPI inh: -1; MsrA act: -5; MT1-MMP act inh: 0; PABP1 MLLE inh: 14

How did CC(C)OCC1CC(CC(=O)NC(=S)Nc2cccc([N+](=O)[O-])c2)C(=O)O1 (configuration not stated) do in these assays?
eLon inh: -14; MsrA inh: -0.3; Rpn11 block: inactive; FAS-TE inh: 4; CSN inh: -1; Rin1-Abl PPI inh: -3; MsrA act: 1; MT1-MMP act inh: -6; PABP1 MLLE inh: 22

How did Cc1nc2cc(C(F)(F)F)ccc2n1CCNc1nc(-c2ccc([N+](=O)[O-])c(Cl)c2)cs1 do in these assays?
eLon inh: -1; MsrA inh: -0.1; Rpn11 block: inactive; FAS-TE inh: 52*; CSN inh: -5; Rin1-Abl PPI inh: -4; MsrA act: -2; MT1-MMP act inh: 6; PABP1 MLLE inh: -17

What do the screens show for `Nc1nnc(SCC(=O)Nc2ccc(F)c(Cl)c2)n1-c1ccccc1`?
eLon inh: -13; MsrA inh: -1.4; Rpn11 block: inactive; FAS-TE inh: -15; CSN inh: -3; Rin1-Abl PPI inh: 2; MsrA act: -6; MT1-MMP act inh: 1; PABP1 MLLE inh: 6

How did CC1(C(=O)NS(=O)(=O)c2ccccc2Cl)CCN1C(=O)c1cccc2ccccc12 (configuration not stated) do in these assays?
eLon inh: -3; MsrA inh: -0.5; Rpn11 block: inactive; FAS-TE inh: -7; CSN inh: -7; Rin1-Abl PPI inh: 0; MsrA act: -5; MT1-MMP act inh: 3; PABP1 MLLE inh: 6

How did COc1ccc(CC(=O)OCC(=O)Nc2ccc(OC(F)F)cc2)cc1OC do in these assays?
eLon inh: -3; MsrA inh: 0.3; Rpn11 block: inactive; FAS-TE inh: -1; CSN inh: -8; Rin1-Abl PPI inh: 0; MsrA act: -2; MT1-MMP act inh: 7; PABP1 MLLE inh: 1

What do the screens show for `O=C1NCCN1CCNS(=O)(=O)c1ccc2ccccc2c1`?
eLon inh: -10; MsrA inh: -0.5; Rpn11 block: inactive; FAS-TE inh: -8; CSN inh: 2; Rin1-Abl PPI inh: 2; MsrA act: 0; MT1-MMP act inh: 2; PABP1 MLLE inh: 2

What do the screens show for `Cn1c(C(=O)NCCc2ccsc2)cc2c(=O)n(C)c3ccccc3c21`?
eLon inh: -1; MsrA inh: -0.1; Rpn11 block: inactive; FAS-TE inh: 7; CSN inh: -1; Rin1-Abl PPI inh: -1; MsrA act: -3; MT1-MMP act inh: 8; PABP1 MLLE inh: -16

How did Cc1cc(-c2nn(-c3ccccc3F)cc2CN2CCN(c3ccncc3)CC2)c(C)s1 do in these assays?
eLon inh: -11; MsrA inh: 1.0; Rpn11 block: inactive; FAS-TE inh: -129; CSN inh: -5; Rin1-Abl PPI inh: 3; MsrA act: -10; PABP1 MLLE inh: -11

Results for COc1cc(/C=N\NC(=O)CNC(=O)C(c2ccccc2)c2ccccc2)ccc1O ?
eLon inh: 0; MsrA inh: 2.8; Rpn11 block: inactive; FAS-TE inh: 2; CSN inh: 1; Rin1-Abl PPI inh: -1; MsrA act: -7; MT1-MMP act inh: 3; PABP1 MLLE inh: -13

Results for Cc1ccc(S(=O)(=O)NCC(=O)OCc2ccccc2Br)cc1 ?
eLon inh: -8; MsrA inh: 0.8; Rpn11 block: inactive; FAS-TE inh: 10; CSN inh: -7; Rin1-Abl PPI inh: 0; MsrA act: -10; MT1-MMP act inh: 3; PABP1 MLLE inh: 1

Results for COc1cccc(/C=C/C(=O)OCC(=O)c2cc(C)n(CC3CCCO3)c2C)c1OC (configuration not stated) ?
eLon inh: 1; MsrA inh: -0.3; Rpn11 block: inactive; FAS-TE inh: 24; CSN inh: -1; Rin1-Abl PPI inh: 1; MsrA act: -2; MT1-MMP act inh: 11; PABP1 MLLE inh: -10

What do the screens show for `CCCn1c(=O)c(C(=O)NCc2ccccc2OC)c(O)c2ccccc21`?
eLon inh: 3; MsrA inh: 0.0; Rpn11 block: inactive; FAS-TE inh: 14; CSN inh: -1; Rin1-Abl PPI inh: -1; MsrA act: -3; MT1-MMP act inh: 5; PABP1 MLLE inh: 1

What do the screens show for `Nc1ccccc1SCc1csc(-c2ccc(Cl)cc2)n1`?
eLon inh: -6; MsrA inh: -0.1; Rpn11 block: inactive; FAS-TE inh: 28; CSN inh: 8; Rin1-Abl PPI inh: -2; MsrA act: 0; MT1-MMP act inh: -2; PABP1 MLLE inh: 32

Results for O=C(CC1C(=O)NCCN1C(=O)c1ccc(Cl)cc1)Nc1ccc(F)cc1 (configuration not stated) ?
eLon inh: 7; MsrA inh: -0.4; Rpn11 block: inactive; FAS-TE inh: -2; CSN inh: -2; Rin1-Abl PPI inh: -2; MsrA act: -8; MT1-MMP act inh: -1; PABP1 MLLE inh: -5

How did Cc1cccc(OCC(=O)Nc2ccc3nc(C)sc3c2)c1 do in these assays?
eLon inh: 0; MsrA inh: 0.3; Rpn11 block: inactive; FAS-TE inh: -8; CSN inh: -1; Rin1-Abl PPI inh: 2; MsrA act: -14; MT1-MMP act inh: 0; PABP1 MLLE inh: 9

What do the screens show for `CCOCCCNC(=O)C(c1ccc(C)cc1)N(Cc1ccc2c(c1)OCO2)C(=O)c1ccccn1` (configuration not stated)?
eLon inh: 7; MsrA inh: 0.2; Rpn11 block: inactive; FAS-TE inh: 6; CSN inh: -3; Rin1-Abl PPI inh: -3; MsrA act: 0; MT1-MMP act inh: 0; PABP1 MLLE inh: 9

What do the screens show for `O=[N+]([O-])c1ccccc1S(=O)(=O)N1CCN(c2ccccn2)CC1`?
eLon inh: 4; MsrA inh: 0.5; Rpn11 block: inactive; FAS-TE inh: 16; CSN inh: 3; Rin1-Abl PPI inh: 0; MsrA act: -1; MT1-MMP act inh: 3; PABP1 MLLE inh: 9

How did CC(C)(CNC(=O)c1sc2cc(Cl)ccc2c1Cl)N1CCOCC1 do in these assays?
eLon inh: -9; MsrA inh: 0.3; Rpn11 block: inactive; FAS-TE inh: 18; CSN inh: 2; Rin1-Abl PPI inh: 3; MsrA act: -2; MT1-MMP act inh: -5; PABP1 MLLE inh: -5

Results for CC(C)c1ccc(C(CC(=O)c2ccc(Cl)cc2)C(=O)O)cc1 (configuration not stated) ?
eLon inh: -9; MsrA inh: 1.0; Rpn11 block: inactive; FAS-TE inh: 29; CSN inh: -2; Rin1-Abl PPI inh: 3; MsrA act: -2; MT1-MMP act inh: 0; PABP1 MLLE inh: 2

Some of these compounds in order of SMILES length, low to high.
What do the screens show for `Nc1ccccc1SCc1csc(-c2ccc(Cl)cc2)n1`?
eLon inh: -6; MsrA inh: -0.1; Rpn11 block: inactive; FAS-TE inh: 28; CSN inh: 8; Rin1-Abl PPI inh: -2; MsrA act: 0; MT1-MMP act inh: -2; PABP1 MLLE inh: 32

How did Cc1cccc(OCC(=O)Nc2ccc3nc(C)sc3c2)c1 do in these assays?
eLon inh: 0; MsrA inh: 0.3; Rpn11 block: inactive; FAS-TE inh: -8; CSN inh: -1; Rin1-Abl PPI inh: 2; MsrA act: -14; MT1-MMP act inh: 0; PABP1 MLLE inh: 9

Results for Cc1ccc(S(=O)(=O)NCC(=O)OCc2ccccc2Br)cc1 ?
eLon inh: -8; MsrA inh: 0.8; Rpn11 block: inactive; FAS-TE inh: 10; CSN inh: -7; Rin1-Abl PPI inh: 0; MsrA act: -10; MT1-MMP act inh: 3; PABP1 MLLE inh: 1

Results for CC(C)c1ccc(C(CC(=O)c2ccc(Cl)cc2)C(=O)O)cc1 (configuration not stated) ?
eLon inh: -9; MsrA inh: 1.0; Rpn11 block: inactive; FAS-TE inh: 29; CSN inh: -2; Rin1-Abl PPI inh: 3; MsrA act: -2; MT1-MMP act inh: 0; PABP1 MLLE inh: 2

Results for COc1cccc(/C=C/C(=O)OCC(=O)c2cc(C)n(CC3CCCO3)c2C)c1OC (configuration not stated) ?
eLon inh: 1; MsrA inh: -0.3; Rpn11 block: inactive; FAS-TE inh: 24; CSN inh: -1; Rin1-Abl PPI inh: 1; MsrA act: -2; MT1-MMP act inh: 11; PABP1 MLLE inh: -10

The list continues.
How did Cc1cccc(C)c1OCc1n[nH]c(=S)o1 do in these assays?
eLon inh: -1; MsrA inh: 0.5; Rpn11 block: inactive; FAS-TE inh: -6; CSN inh: 3; Rin1-Abl PPI inh: 2; MsrA act: -7; MT1-MMP act inh: 2; PABP1 MLLE inh: -96

Results for COCCN(C(=O)COC(=O)c1cc(C)n(-c2ccccc2)c1C)c1c(N)n(Cc2ccccc2)c(=O)[nH]c1=O ?
eLon inh: -16; MsrA inh: 0.7; Rpn11 block: inactive; FAS-TE inh: -1; CSN inh: 4; Rin1-Abl PPI inh: 1; MsrA act: -4; MT1-MMP act inh: -1; PABP1 MLLE inh: 0

How did O=C(Nc1cc(Cl)cc(Cl)c1)c1ccno1 do in these assays?
eLon inh: 7; MsrA inh: -0.5; Rpn11 block: inactive; FAS-TE inh: 3; CSN inh: -1; Rin1-Abl PPI inh: 1; MsrA act: -1; MT1-MMP act inh: 0; PABP1 MLLE inh: 12

Results for COc1cc(C(=O)Nc2nc(-c3ccc(C)cc3)cs2)ccc1OCC(=O)N1CCOCC1 ?
eLon inh: -8; MsrA inh: -0.4; Rpn11 block: inactive; FAS-TE inh: 8; CSN inh: -1; Rin1-Abl PPI inh: 0; MsrA act: -5; MT1-MMP act inh: -4; PABP1 MLLE inh: 17

How did CCCCc1ccc(S(=O)(=O)NC(=O)C2(C)CCN2C(=O)CC2CC2)cc1 (configuration not stated) do in these assays?
eLon inh: 6; MsrA inh: -0.6; Rpn11 block: inactive; FAS-TE inh: -4; CSN inh: -6; Rin1-Abl PPI inh: -1; MsrA act: -1; MT1-MMP act inh: -3; PABP1 MLLE inh: 1

Source: PubChem (several laboratories)
